Assay outcomes from PubChem.
CTSL1 counter: cathepsin L1 inhibition, PFM18AAP counter-screen | recombinant F. hepatica cathepsin L1, Z-Leu-Arg-MCA fluorescence | inhibition, % at 5.96 µM | 300,000 compounds, 0.49% hits | AID 1906;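 active means inhibition above the mean of all tested compounds plus 3 SD, set per screening campaign, cut at about 17% in these data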;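 further: 0% = plate median of test compound wells and 100% = 1 µM Z-Phe-Ala-diazomethylketone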
procasp7 counter: activates human procaspase-7, counter-screen for procaspase-3 activators; 330,000 compounds, 0.093% hits; activation, % at 8.5 µM; recombinant procaspase-7, Ac-DEVD-pNA absorbance 405 nm; D23A/D198A/D206A triple mutant, cannot self-cleave; scale: DMSO 0, 5 µM enzyme 100; AID 463210; P55210;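 active means percent activation above the screen-wide mean plus 3 SD, cut at about 25% in these data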
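Test system: Procaspase-7 triple mutant (PC-7 D3A). Also added: Ac-DEVD-pNA substrate, 400 µM as added. Schedule: 1 h enzyme–compound preincubation and 2 h substrate reaction, both 25 °C. Signal: p-Nitroaniline absorbance at 405 nm, read at 0 and 120 min. Control set: low DMSO alone, high DMSO plus 5 µM PC-7.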
GRK2 aptamer HTS: inhibitors of human GRK2 displacing RNA aptamer; P25098; bead flow cytometry, FAM-aptamer displacement from GRK2; inhibition of aptamer binding, % at 10 µM; 330,000 compounds, 0.59% hits; AID 488847;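 active means inhibition of aptamer binding above 40%, roughly 3 SD of noise, on plates passing a quality check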;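 further: median bead fluorescence of bound FAM aptamer so fluorescent compounds give negative values; no value below 0 was filed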
HCV core dimer: HCV core protein dimerization inhibition; inhibition, % at 5 µM; 300,000 compounds, 0.33% hits; TR-FRET GST/Flag-core106 dimerization, 1536-well; AID 1899;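 active means inhibition above the mean of all tested compounds plus 3 SD, set per screening campaign, cut at about 45% in these data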
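System – GST-tagged and Flag-tagged HCV core protein residues 1-106 · Repeats – one well for each compound · Technique – TR-FRET 671 and 617 nm emission · Doses – one concentration, 5 µM, in 0.5% DMSO · Times – 4 h, 22.5 °C incubation · Also added – Eu donor and XL665 acceptor anti-tag antibodies · Measure – percent inhibition of core106 dimerization signal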
VLA-4 inh: inhibition in a human VLA-4 binding assay; P13612; VLA-4 expressing cells, ligand binding flow cytometry; inhibition, % (about 7 µM as worked out from the volumes in the protocol); 330,000 compounds, 0.2% hits; AID 2557; in the data active means inhibition above about 50%
PP5 primary: inhibitors of human protein phosphatase 5 (PP5); inhibition, % at 6.7 µM; purified PP5c, OMFP substrate fluorescence; AID 1987; 320,000 compounds, 0.18% hits;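 active means inhibition above the campaign's mean inhibition across all tested compounds plus 3 SD, cut at about 9.5% in these data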;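 further: 0% = DMSO only and 100% = 100 µM cantharidin control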
procasp3 activ: procaspase-3 (human) activation. P42574. activation, % at 8.5 µM. recombinant procaspase-3 D3A, Ac-DEVD-pNA absorbance 405 nm. 330,000 compounds, 0.11% hits;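 active means activation above the mean of all tested compounds plus 3 SD, cut at about 21% in these data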;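 further: 0% = DMSO alone and 100% = DMSO wells spiked with extra 5 µM PC-3 D3A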
Target sequence (P42574 whole entry D9A/D28A/D175A): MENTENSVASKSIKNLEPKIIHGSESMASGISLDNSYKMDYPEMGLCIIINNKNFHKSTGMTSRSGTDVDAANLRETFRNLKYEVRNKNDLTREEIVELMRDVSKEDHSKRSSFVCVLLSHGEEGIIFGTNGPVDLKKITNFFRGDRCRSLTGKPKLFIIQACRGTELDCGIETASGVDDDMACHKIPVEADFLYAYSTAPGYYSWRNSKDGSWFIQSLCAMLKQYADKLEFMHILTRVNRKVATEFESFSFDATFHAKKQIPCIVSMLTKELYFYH
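Compound: 8.5 µM single point, 0.8% DMSO / Material: Autoprocessing-dead procaspase-3 D3A mutant enzyme / Timing: 1 h preincubation plus 2 h reaction at 25 °C / Medium: Zinc-free HEPES/NaCl buffer with 0.01% Triton X-100 at pH 7.4 / Technique: 405 nm absorbance of p-nitroaniline, reads at 0 and 120 min / Repeats: one well per compound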
PP1 counter: PP1-alpha (human) inhibition in PP5 counter-screen | AID 2235 | inhibition, % at 6.7 µM | purified PP1alpha, OMFP fluorescence | 320,000 compounds, 0.9% hits;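 active means inhibition above the mean inhibition of all tested compounds plus 3 SD, computed separately for each screening campaign, cut at about 15% in these data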
Target sequence (P62136 whole entry, looked up): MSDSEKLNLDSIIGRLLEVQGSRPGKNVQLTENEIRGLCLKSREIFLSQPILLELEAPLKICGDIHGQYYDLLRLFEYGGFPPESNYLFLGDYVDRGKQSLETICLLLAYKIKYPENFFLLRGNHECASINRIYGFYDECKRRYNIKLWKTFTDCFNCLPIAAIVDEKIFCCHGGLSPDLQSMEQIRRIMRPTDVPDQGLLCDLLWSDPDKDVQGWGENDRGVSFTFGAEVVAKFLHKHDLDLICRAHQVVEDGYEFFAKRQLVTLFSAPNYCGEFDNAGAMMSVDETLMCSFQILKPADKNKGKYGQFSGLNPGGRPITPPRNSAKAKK
GASC-1 inh: inhibitors of human GASC-1 (JMJD2C) demethylase; Q9H3R0; 330,000 compounds, 0.069% hits; GST-JMJD2C(1-420) H3K9me3 demethylation, DELFIA europium; inhibition, % at 2.35 µM;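 active means more than half of a compound's replicate wells show inhibition beyond 50%, single wells judged on their own value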;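 further: signal counts dimethyl H3K9 product captured on neutravidin plate; 0% = median of DMSO wells and 100% = 0.3 times that DMSO median; strong numbers were not always called active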
Target sequence (Q9H3R0 1-420 limits assumed): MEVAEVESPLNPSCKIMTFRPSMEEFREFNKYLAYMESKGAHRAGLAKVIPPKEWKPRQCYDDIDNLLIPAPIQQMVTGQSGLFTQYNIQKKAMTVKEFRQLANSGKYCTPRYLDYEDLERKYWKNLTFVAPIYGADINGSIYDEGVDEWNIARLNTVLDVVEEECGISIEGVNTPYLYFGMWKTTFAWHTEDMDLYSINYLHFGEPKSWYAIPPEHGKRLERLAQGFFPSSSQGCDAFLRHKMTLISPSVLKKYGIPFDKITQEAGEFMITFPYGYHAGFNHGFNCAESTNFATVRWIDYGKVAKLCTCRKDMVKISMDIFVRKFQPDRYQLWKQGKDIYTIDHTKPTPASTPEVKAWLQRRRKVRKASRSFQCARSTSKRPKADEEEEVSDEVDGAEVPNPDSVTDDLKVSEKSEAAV
* marks the source's active call; other numbers are inactive results; . = no result given; & = joins results of further samples. No enrichment for hits; any-hit rate near 2.6%.

SMILES | CTSL1 counter | procasp7 counter | GRK2 aptamer HTS | HCV core dimer | VLA-4 inh | PP5 primary | procasp3 activ | PP1 counter | GASC-1 inh
O=C(CN1C(=O)NC2(CCCCC2)C1=O)Oc1ccc2ccc(=O)oc2c1 | . | 9 | 0 | . | -16 | 0.7 | 13 | -1 | 6
CC(=O)Nc1cc[n+](C(C)C(=O)c2ccc(Cl)cc2)cc1 (configuration not stated) | -3 | 11 | 0 | 0 | 4 | 2.8 | 3 | -1 | -3
Cc1ccc(S(=O)(=O)N2CC=C(c3c(C)n(C)c4ccccc34)CC2)cc1 | -1 | -1 | 0 | 10 | -2 | 2.7 | -2 | 4 | 3
Cc1ccc2[nH]c(=O)c(CN(Cc3ccccc3Cl)C(=O)N3CCOCC3)cc2c1 | 1 | -10 | 1 | 0 | 3 | 2.3 | 3 | 2 | 7
Cc1cc(NC(=O)CCCSc2nc(-c3ccco3)cc(C(F)(F)F)n2)n(-c2ccccc2)n1 | -3 | 5 | 2 | 11 | 1 | 7.5 | 0 | 3 | -7
NC(=O)N[C@@H](Cc1c[nH]c2ccccc12)C(=O)OCC(=O)N1CCCCC1 | -4 | 9 | 1 | 2 | -1 | 0.2 | -6 | -5 | 10
O=[N+]([O-])c1ccccc1NCCNS(=O)(=O)c1ccc(Cl)cc1 | -1 | -1 | 3 | 0 | 6 | 3.0 | 0 | 1 | 0
CCOC(=O)Cn1nc(NC(=O)c2ccc(C(=O)OC)cc2)cc1C | 2 | 13 | 21 | 0 | 4 | 1.5 | 3 | 2 | 6
CCN(C(=O)COC(=O)c1ccccc1NCCO)C1CCS(=O)(=O)C1 (configuration not stated) | 2 | 10 | 2 | 4 | 7 | -0.8 | 3 | -4 | -3
C#CCOCCOCCOCCNc1nc(N2CCN(C(=O)CCCCCCCCCCNC(=O)[C@@H](CCSC)n3cc(CCO)nn3)CC2)nc(N2CCN(C(=O)CCCCCCCCCCNC(=O)[C@H](CO)n3cc(CCCCCN)nn3)CC2)n1 | -5 | -9 | 0 | 6 | 17 | 2.0 | -5 | 49* | -19
CC1Cc2ccccc2N1C(=O)COC(=O)c1ccc(O)cc1 (configuration not stated) | -3 | 9 | 0 | 1 | 5 | -1.9 | 2 | 1 | 1
Cc1ccccc1N1C(=O)CC2(CCCC2)CC1=O | -3 | -12 | 0 | 6 | 6 | -0.4 | 1 | 3 | 3
CCN(CC)C(=O)COC(=O)c1ccc(C)c(NC(=O)c2ccco2)c1 | -4 | 8 | 2 | 1 | 1 | 0.2 | -4 | -2 | 31
Cc1ccc(S(=O)(=O)Nc2cccc3c2O[C@H](CN(C)C(=O)Nc2cccc4ccccc24)[C@H](C)CN([C@H](C)CO)C3=O)cc1 | . | -7 | 2 | . | 7 | . | 1 | . | -13
COc1ccc(C(=O)CSC2=NS(=O)(=O)c3cc(Cl)ccc3N2)cc1 | 1 | -5 | 1 | 7 | 6 | -2.2 | -5 | -1 | 6

Three entries already listed, arranged by their value in PP5 primary, ascending.
Compound	GRK2 aptamer HTS	HCV core dimer	VLA-4 inh	PP5 primary	procasp3 activ	GASC-1 inh
Cc1ccccc1N1C(=O)CC2(CCCC2)CC1=O	0	6	6	-0.4	1	3
NC(=O)N[C@@H](Cc1c[nH]c2ccccc12)C(=O)OCC(=O)N1CCCCC1	1	2	-1	0.2	-6	10
O=C(CN1C(=O)NC2(CCCCC2)C1=O)Oc1ccc2ccc(=O)oc2c1	0	.	-16	0.7	13	6

Next part:
SMILES | CTSL1 counter | procasp7 counter | GRK2 aptamer HTS | HCV core dimer | VLA-4 inh | PP5 primary | procasp3 activ | PP1 counter | GASC-1 inh
COc1ccc(C(=O)NCCc2ccc(F)cc2)cc1OC | 2 | 4 | 0 | -2 | 6 | -0.9 | 2 | -1 | 6
Cn1c(SCC(=O)c2c(N)n(C)c(=O)n(C)c2=O)nnc1-c1ccc(F)cc1 | -9 | -3 | 3 | -7 | 0 | 2.7 | -9 | 6 | -15
Brc1ccc(COc2ncnc3ccccc23)cc1 | 5 | 3 | 0 | 1 | -5 | 0.3 | -7 | -2 | -13
CCc1ccc(CN(C)CC(O)COc2cccc3ccccc23)cc1 (configuration not stated) | -2 | 10 | 0 | -9 | 4 | 5.3 | 0 | 12 | 7
Cc1ccc(SCCC(=O)Nc2ccc(OCc3ccccc3)cc2)cc1 | 0 | 2 | 1 | 3 | 18 | -0.5 | 4 | -1 | -1
C/C=N\NC(=O)CNC(=O)CNC(=O)c1ccccc1 | 5 | 8 | 0 | -3 | 20 | 0.2 | -6 | -1 | -6
CC(=O)Nc1ccccc1-c1nc2ccccc2nc1OCC(=O)c1ccc(Br)cc1 | 0 | 10 | 0 | 1 | -3 | 1.9 | 1 | 1 | 2
CC(=O)N1c2ccc(S(=O)(=O)NCCC(=O)Nc3ccc(C)cn3)cc2CC1C (configuration not stated) | 1 | 2 | 3 | -4 | 2 | 1.4 | -2 | 1 | 0
Cc1cc(OCc2cc(C(=O)N(C)CCc3cnn(C)c3)no2)cc(C)c1Cl | -2 | 7 | 2 | 0 | 2 | 2.3 | 8 | -2 | 0
CCC(NC(=O)c1ccccc1NC(=O)c1ccccc1)C(=O)O (configuration not stated) | -5 | 7 | 0 | 0 | 26 | 1.4 | 3 | 1 | 1
CC(NC(=O)c1cc(S(=O)(=O)N2CCCC2)cn1C)c1ccccc1 (configuration not stated) | 2 | 0 | 1 | 10 | 21 | 0.8 | -6 | 1 | 40
COCCn1cnnc1SCC(=O)Nc1cccc(S(=O)(=O)N2CCCCC2)c1 | . | 5 | 0 | . | -7 | -2.3 | 7 | -3 | -4
O=C(CCC(=O)c1ccccc1)NCc1cccc(C(F)(F)F)c1 | . | 3 | 2 | . | 0 | 1.3 | 0 | -3 | 8
O=C(NC1CCN(C(=S)Nc2ccccc2Cl)CC1)C1CCCCC1 | -2 | 1 | 0 | -15 | -11 | 0.7 | -1 | 0 | 12
C#CCOCCOCCOCCNc1nc(N2CCN(C(=O)[C@H](CCCCN)n3cc(CCCC)nn3)CC2)nc(N2CCN(C(=O)[C@H](CCCCN)n3cc(CCCC)nn3)CC2)n1 | -5 | -12 | . | -16 | . | 0.2 | 8 | 3 | -16
COc1ccc(CC(NC(C)=O)C(=O)N2CCN(C(=O)Nc3ccc(Cl)cc3)CC2)cc1OC (configuration not stated) | -2 | 2 | 0 | -1 | 4 | -1.0 | 2 | -2 | .
COC(=O)c1ccccc1NC(=O)CSc1nnnn1-c1ccc(C)cc1C | 4 | 0 | 0 | 9 | -2 | 1.2 | 2 | 2 | 15
Cc1nc(NC(=O)COC(=O)[C@@H](NC(=O)c2ccco2)C(C)C)c(Cl)cc1Cl | . | 8 | 5 | . | -7 | . | 4 | . | 5
O=C(CN1c2cccc3cccc(c23)S1(=O)=O)Nc1cccc(S(=O)(=O)N2CCOCC2)c1 | 0 | 8 | 2 | 3 | 18 | 3.7 | 2 | 3 | 5
O=C(CSc1ncc(C(F)(F)F)cc1Cl)N1CCN(S(=O)(=O)c2ccccc2)CC1 | 1 | 5 | 4 | 12 | 3 | 2.0 | 3 | 5 | 179&23
COc1ccc2[nH]c(O)c(N=NC(=N)N)c2c1 | 4 | -2 | 0 | -22 | -6 | 0.7 | -2 | -1 | -6
CN(Cc1cc(-c2ccccc2)on1)C(=O)c1cc(COc2c(F)cccc2F)on1 | 0 | 5 | 1 | 0 | 11 | 2.6 | -2 | 4 | 1
CCCNC(=S)Nc1ccc(Cl)cc1C | 1 | -4 | 0 | -4 | 0 | -1.4 | -1 | -2 | -1
CCOC(=O)c1ccc(S(=O)(=O)N2CCN(CC(=O)NC(=O)NC(C)(C)C)CC2)cc1 | 3 | 2 | 2 | 8 | 22 | 3.5 | -1 | -2 | -1
CCc1ccc(C(=O)NC(C(=O)O)C(C)C)cc1 (configuration not stated) | -8 | -21 | 2 | -3 | 5 | -4.2 | -6 | 2 | -2
O=C(CN(c1cccc(C(F)(F)F)c1)S(=O)(=O)c1ccc(Cl)c([N+](=O)[O-])c1)NCc1ccc(F)cc1 | -2 | -9 | 0 | 21 | 12 | 6.4 | -5 | 14 | 6
COc1ccc2sc(-c3ccccc3OC)c(-c3ccc(OCCN4CCCC4)cc3)c2c1 | . | 10 | 0 | . | 20 | . | 0 | . | -16
CCN(CCCNC(=O)CN1C(=O)COc2ccccc21)c1cccc(C)c1 | 2 | 0 | 2 | -5 | 15 | 0.7 | 4 | 1 | 7
O=C(Nc1cccnc1)c1cc(-c2cccc(Cl)c2)on1 | -1 | 5 | 0 | 2 | 10 | 1.1 | 0 | 6 | -3
CCCc1[nH]nc2c1C1(C(=O)N(C(C)C)c3ccccc31)C(C#N)=C(N)O2 (configuration not stated) | 5 | 0 | 0 | -6 | 10 | 0.5 | 8 | 7 | 22
CC(=O)NC1=NN(C(C)=O)C(c2ccc(C(C)C)cc2)S1 (configuration not stated) | 3 | 6 | 23 | 4 | -2 | 0.7 | -1 | 2 | -9
O=C(CN1CCN(c2ccccn2)CC1)Nc1cccc(Cl)c1Cl | -2 | 7 | 0 | -3 | -3 | 1.1 | 11 | 2 | -1
O=C(NCC1CCCO1)c1sc(=S)n2c1[nH]c(=O)c1ccc(C(=O)N3CCCCC3)cc12 (configuration not stated) | 2 | -10 | 10 | -7 | 33 | 2.8 | 1 | 5 | -2
CN1CCN(C(=O)c2cc3ccccc3cc2O)CC1 | . | -4 | 0 | . | -2 | 1.6 | 8 | -2 | 2
Nc1nc(Sc2c([N+](=O)[O-])cc(C(F)(F)F)cc2[N+](=O)[O-])n[nH]1 | -5 | 0 | 0 | 2 | 12 | 0.2 | -5 | -11 | 0
Cc1ccc(N(C(=O)CNC(=O)c2ccco2)C(C(=O)NC2CCCC2)c2cccnc2)c(C)c1 (configuration not stated) | 2 | 5 | 1 | 7 | -2 | 0.3 | 1 | -3 | 8
CCOC(=O)c1ccc2c(c1)NCc1cccc(OC)c1O2 | -1 | 5 | 1 | 0 | -1 | 0.9 | -12 | 4 | -3
O=C1[C@H]2[C@H](C=CC[C@H]2C(=O)N2CCOCC2)CCN1Cc1ccc(Cl)c(Cl)c1 | -4 | 2 | 0 | 1 | 11 | 0.1 | 1 | 0 | 2
O=S(=O)(Nc1cccc(-c2ccc(N3CCCCCC3)nn2)c1)c1ccc(C(F)(F)F)cc1 | 6 | -3 | 3 | 21 | 15 | 3.5 | -1 | 17* | -46
COc1ccc(CNC(=O)c2ccc(N3CCC4(CC3)CC(c3ccc(Cl)cc3)=NO4)c([N+](=O)[O-])c2)cc1 | 2 | -9 | 0 | 6 | -5 | 3.5 | -2 | 12 | 3
